HSF-1 act: increases HSF-1 driven luciferase reporter signal; AID 504408; NIH3T3-HGL HSF-1 luciferase reporter, MG132, 8 h; 100% = twice DMSO control signal; activation, % at 9 µM; 300,000 compounds, 1.7% hits;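 active = mean replicate activation of at least 50% with a set share of replicates each reaching 50%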;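 also: 0% = median of the neutral control wells and 100% = twice that signal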
PolyA inh: yeast polyadenylation inhibition; 300,000 compounds, 0.02% hits; S. cerevisiae SKY197-pL101 polyadenylation reporter, beta-gal luminescence; efflux-impaired pdr1/pdr3 knockout yeast; score 100 = 6 SD above DMSO; calls only at 12 µM;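 active = lowest replicate activity score at least 50, where 100 means six control SD above control mean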;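 also: yeast exposed to compound for 9 h at 30 °C; higher score means more reporter readthrough which indicates perturbed polyadenylation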
Platelet DG rel: platelet dense granule release activity; AID 1663; inhibition, %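 (compounds screened at 7.5 µM in platelet-rich plasma)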; 300,000 compounds, 0.22% hits; human platelet-rich plasma, SFLLRN dense granule ATP release, luminescence;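 active = mean replicate score, as percent of positive control, at or above 50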
AI-2 QS mod: Vibrio harveyi AI-2 quorum sensing modulation | Vibrio harveyi JMH597 AI-2 luminescence/OD600 ratio, 9 h; stronger effect = lower value; strain lacks LuxN and CqsS sensors; 0 = neutral-control median | activity change, % at 7.5 µM | 300,000 compounds, 0.4% hits; in the data active = activity change below about -75%, passing the limit was not always enough;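 also: luminescence divided by OD600 gain over 9 h not by final OD600 alone; inactives centre near 13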
GSK3A inh: human GSK-3 alpha kinase inhibition | P49840 | ADP-Glo luminescence, 60 min | inhibition, % at 10 µM | 320,000 compounds, 0.1% hits;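 in the data active = inhibition above about 50%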;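 also: GST-tagged GSK-3 alpha with peptide substrate and 25 µM ATP; 0% = DMSO neutral wells and 100% = GW8510 positive control wells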
Target sequence (P49840 whole entry, looked up): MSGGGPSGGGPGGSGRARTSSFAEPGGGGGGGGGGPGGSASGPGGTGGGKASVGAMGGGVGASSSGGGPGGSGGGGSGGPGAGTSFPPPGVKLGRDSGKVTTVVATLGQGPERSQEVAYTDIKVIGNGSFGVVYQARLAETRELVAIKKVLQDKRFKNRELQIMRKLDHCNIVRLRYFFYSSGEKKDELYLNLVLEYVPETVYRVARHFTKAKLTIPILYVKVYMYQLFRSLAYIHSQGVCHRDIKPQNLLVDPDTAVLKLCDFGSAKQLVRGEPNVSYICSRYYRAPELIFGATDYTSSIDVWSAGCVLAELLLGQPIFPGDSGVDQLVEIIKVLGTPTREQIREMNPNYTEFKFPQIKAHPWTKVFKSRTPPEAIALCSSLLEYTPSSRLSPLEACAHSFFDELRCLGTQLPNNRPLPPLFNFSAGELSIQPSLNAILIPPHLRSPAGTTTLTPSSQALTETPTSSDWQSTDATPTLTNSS
GSK3beta inhib: inhibitors of human GSK3beta kinase; P49841; GST-GSK3beta kinase, ADP-Glo luminescence, 60 min; stronger effect = lower value; activity score (negative = inhibition), % at 10 µM; 300,000 compounds, 0.038% hits; AID 2097;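 active = more than half of replicate wells score below -50%, meaning over 50% inhibition versus plate controls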;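 also: 0% = median DMSO wells and -100% = median GW8510 positive control wells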
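test system = GST-tagged human GSK3beta kinase, cell-free | reagent = 25 µM ATP with peptide substrate | dosing = one dose of 10 µM per compound | schedule = 60 min reaction, RT | detection = luminescent ADP-Glo measurement of ADP formed | control set = DMSO neutral wells and GW8510 at 20 µM as positive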
HSP90 refold inh: inhibitors of HSP90 luciferase refolding in rabbit reticulocyte lysate | luciferase refolding luminescence, 3 h | inhibition, % at 5.6 µM | 290,000 compounds, 0.91% hits | AID 1789;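 active = inhibition above the screen-wide mean plus 3 SD, computed separately per campaign, cut at about 16% in these data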;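 also: 0% = DMSO wells and 100% = 60 µM geldanamycin wells; inhibitors lower the luminescence because luciferase stays unfolded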
HDAC3 inh: inhibitors of human histone deacetylase 3; inhibition, % at 8.3 µM; O15379; 320,000 compounds, 0.15% hits; AID 2718; recombinant HDAC3, fluorogenic peptide/trypsin coupled, fluorescence; in the data active = inhibition above about 26%, passing the limit was not always enough
Target sequence (O15379 whole entry, looked up): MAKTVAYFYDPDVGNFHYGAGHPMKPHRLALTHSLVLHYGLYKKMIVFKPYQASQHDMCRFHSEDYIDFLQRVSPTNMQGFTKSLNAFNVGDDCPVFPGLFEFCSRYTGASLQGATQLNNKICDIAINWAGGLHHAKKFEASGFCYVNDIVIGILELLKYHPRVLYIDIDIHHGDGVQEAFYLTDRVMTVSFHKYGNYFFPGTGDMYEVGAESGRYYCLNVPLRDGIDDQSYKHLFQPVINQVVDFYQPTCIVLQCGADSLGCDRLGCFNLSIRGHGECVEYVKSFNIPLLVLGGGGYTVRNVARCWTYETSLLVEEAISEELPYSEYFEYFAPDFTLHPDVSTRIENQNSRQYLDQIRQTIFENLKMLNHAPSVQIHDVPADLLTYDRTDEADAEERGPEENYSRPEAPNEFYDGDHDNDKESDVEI
DYRK1A inh: inhibitors of rat Dyrk1A kinase; AID 504441; inhibition, % at 12.5 µM; Q63470; ADP-Glo luminescence, NFATc1 peptide; 310,000 compounds, 0.43% hits; in the data active = inhibition above about 50%;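 also: plate controls were vehicle with enzyme for no effect and no enzyme for full effect; many of its hits are not listed in these tables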
HSF1 inhib: HSF1 inhibition; 300,000 compounds, 0.77% hits; NIH3T3-HGL HSE-luciferase, MG132-induced, luminescence 8 h; stronger effect = lower value; activity change, negative = inhibition, % at 7.5 µM (by protocol);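 active = more than half of replicate wells show activity change below -50%, luminescence cut by over half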;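 also: luciferase reports HSF-1 transcriptional activity via heat shock element; 0% = median of DMSO wells and -100% = zero luminescence signal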
An asterisk follows results filed as active; i = inactive; nt = not tested or not shown.

nr	GSK3beta inhib	DYRK1A inh	HSP90 refold inh	AI-2 QS mod	Platelet DG rel	GSK3A inh	HSF-1 act	PolyA inh	HSF1 inhib	HDAC3 inh	SMILES
1	-1	-4	-1	28	-14	4	21	i	-5	-2	Cc1nnc(SCC(=O)Nc2ccccc2C(=O)NC2CC2)s1
2	2	2	1	30	2	0	-46	i	-32	-1	CC(=NCc1ccco1)c1c(C(F)(F)F)[nH]n(-c2nc3ccccc3s2)c1=O
3	1	-5	1	27	30	1	-8	i	-10	14	Cc1cc(N/N=C/c2ccc(Cl)cc2Cl)nc(NCc2ccccc2)n1
4	nt	7	-1	nt	nt	1	nt	nt	nt	1	N#C/C(=C/c1ccc(N2CCOCC2)o1)c1nc2ccccc2[nH]1
5	-2	-7	6	16	9	-3	2	i	-8	4	COc1cc(C(=O)NC(=S)N(C)Cc2ccccc2)cc(OC)c1OC
6	-7	5	nt	19	13	nt	-22	i	-26	nt	COC(=O)c1ccc(CNC(=O)CNC(=O)c2sc3ccccc3c2Cl)cc1
7	3	1	-1	11	-4	3	12	i	10	-3	CCC(Sc1nc2ccncc2[nH]1)C(=O)Nc1ccc(C)c(Cl)c1 (centres undefined)
8	4	-7	1	19	-2	-3	6	i	4	5	COc1ccc(NC(=O)c2cccnc2NCCc2ccccc2)cc1
9	3	0	8	10	6	2	-1	i	-2	0	CCCC(C)C(=O)NCc1ccc2c(c1)OCO2 (centres undefined)
10	2	6	0	-5	-5	0	-3	i	-2	3	CCOC(=O)C1CCN(C(=O)CN(c2ccc(OC)cc2)S(=O)(=O)c2c(C)nn(C)c2C)CC1
11	2	4	3	-3	4	1	7	i	2	7	O=C(COC(=O)c1ccc(Cl)c(S(=O)(=O)N2CCCCC2)c1)NCC1CCCO1 (centres undefined)
12	-2	-6	-2	33	7	1	10	i	2	3	COc1ccc(OC)c(NC(=O)CCNS(=O)(=O)c2cccc3nonc23)c1
13	-4	3	nt	9	2	0	54*	i	13	-6	Cc1nc2ccc(Br)cc2c(=O)n1Cc1cccs1
14	2	nt	6	15	1	-4	-21	i	-5	4	CC[N+](C)(CC)CC(=O)OCC1C(C)C=C(C)CC1C (centres undefined)
15	7	0	-2	21	2	1	12	i	9	6	O=[N+]([O-])c1cccc(/C([O-])=C(/C(=S)Nc2ccccc2)[n+]2ccccc2)c1

Reprinted from the part before: three compounds; new compounds follow.
nr	GSK3beta inhib	DYRK1A inh	HSP90 refold inh	AI-2 QS mod	Platelet DG rel	GSK3A inh	HSF-1 act	PolyA inh	HSF1 inhib	HDAC3 inh	SMILES
13	-4	3	nt	9	2	0	54*	i	13	-6	Cc1nc2ccc(Br)cc2c(=O)n1Cc1cccs1
14	2	nt	6	15	1	-4	-21	i	-5	4	CC[N+](C)(CC)CC(=O)OCC1C(C)C=C(C)CC1C (centres undefined)
15	7	0	-2	21	2	1	12	i	9	6	O=[N+]([O-])c1cccc(/C([O-])=C(/C(=S)Nc2ccccc2)[n+]2ccccc2)c1
16	1	6	6	-20	-9	-2	1	i	2	3	Cc1ccc(C(=O)Nc2nnc(-c3ccncc3)o2)cc1
17	-1	-1	4	18	-14	-10	3	i	5	2	CCc1ccc(CNC(=O)C2CCN(c3nnc(C)c4c(C)n(-c5ccc(C)cc5)nc34)CC2)cc1
18	4	-4	nt	19	25	-3	2	i	-2	-8	Cc1c(C)n2c(SCC(=O)N3CCN(c4ccccc4)CC3)nnc2[nH]c1=O
19	7	3	-1	15	-12	-3	21	i	2	20	Cc1ccc(SCCC(=O)NCCSCc2ccco2)cc1
20	0	4	0	-13	-5	-1	nt	nt	nt	-6	O=C(NCc1ccco1)c1ccccc1Nc1ccc(F)cc1
21	1	-2	nt	19	8	nt	62*	i	19	nt	CC(C)CN(C(=O)c1cccs1)C1CCS(=O)(=O)C1 (centres undefined)
22	0	-4	7	20	-1	0	7	i	-2	0	CCn1nc(C)c(NS(=O)(=O)c2ccccc2)c1C
23	3	18	-1	18	-10	19	37	i	24	-67	Cc1c(O)c(CN2CCCC2)cc2c3c(c(=O)oc12)CCC3
24	2	-1	0	15	6	-3	24	i	5	-3	Cc1cc(NC(=O)c2ccco2)c(=O)n(Cc2cccc(C(F)(F)F)c2)c1
25	3	-5	4	-41	9	-1	-4	i	2	-2	CNC(=S)N(CCc1ccc(OC)c(OC)c1)Cc1cc2c(C)cc(C)cc2[nH]c1=O
26	0	6	-2	26	-4	-5	-7	i	5	8	O=C1c2ccccc2C(=O)N1CCCc1cn(C[C@H]2CC[C@@H]([C@@H]3CC[C@H](Cn4cc(CCCN5C(=O)c6ccccc6C5=O)nn4)O3)O2)nn1
27	3	-5	-4	24	11	2	0	i	-10	-2	COc1ccc2c(c1)C(=O)C(=O)N2CC1COc2ccccc2O1 (centres undefined)
28	4	0	-4	15	-3	-2	9	i	1	2	O=C(CN1CCN(c2ccc(O)cc2)CC1)Nc1ccc(SC(F)F)cc1
29	1	0	-3	19	-3	-3	5	i	8	2	CCCCN(C)C(=O)c1ccc2c(c1)N(CC)C(=O)c1ccccc1S2=O (centres undefined)
30	3	1	nt	13	-1	2	15	i	5	5	CC(C)(C)c1ccc(OCCC(=O)Nc2ccc(N3CCOCC3)cc2N2CCOCC2)cc1

Limited to DYRK1A inh, HDAC3 inh and Platelet DG rel, for some of the entries so far:
cpd	SMILES	DYRK1A inh	HDAC3 inh	Platelet DG rel
20	O=C(NCc1ccco1)c1ccccc1Nc1ccc(F)cc1	4	-6	-5
21	CC(C)CN(C(=O)c1cccs1)C1CCS(=O)(=O)C1 (centres undefined)	-2	nt	8
22	CCn1nc(C)c(NS(=O)(=O)c2ccccc2)c1C	-4	0	-1
23	Cc1c(O)c(CN2CCCC2)cc2c3c(c(=O)oc12)CCC3	18	-67	-10

Continuation:
nr	GSK3beta inhib	DYRK1A inh	HSP90 refold inh	AI-2 QS mod	Platelet DG rel	GSK3A inh	HSF-1 act	PolyA inh	HSF1 inhib	HDAC3 inh	SMILES
31	-1	3	nt	-1	6	0	-16	i	0	-7	COc1ccc(C(CC(=O)N2CCCCC2)c2c(OC)cc(OC)c3ccc(=O)oc23)cc1 (centres undefined)
32	0	-6	0	7	16	-1	8	i	-1	-5	c1ccc2c(c1)OCCc1c-2[nH]c2ccccc12
33	-2	nt	0	16	1	6	16	i	4	1	Cc1ccc2c(c1)N/C(=C(\C=C(/Cl)[N+](=O)[O-])[N+](=O)[O-])N2
34	0	1	1	5	-43	4	8	i	-11	4	Cc1cc2ncn(CC(O)COC3CCCCC3)c2cc1C (centres undefined)
35	1	2	-3	66	7	-3	-11	i	-4	1	O=C(O)c1ccc(NCCC2=CCCCC2)c([N+](=O)[O-])c1
36	-1	1	0	51	-4	-2	38	i	40	13	Cc1ccc(N(CC(O)Cn2c3ccccc3c3ccccc32)S(C)(=O)=O)cc1 (centres undefined)
37	5	-1	-6	20	5	-6	3	i	0	0	CCOc1ccccc1NC(=O)CN(c1ccc(OC)cc1)S(=O)(=O)c1c(C)[nH]c(=O)[nH]c1=O
38	0	5	1	1	-8	0	-3	i	0	3	CSc1cccc(NC(=O)CSc2nnc(C)s2)c1
39	1	nt	2	18	1	-3	-3	i	-7	0	CNC(=S)NC1CC2CCC(C1)N2Cc1ccccc1 (centres undefined)
40	-1	-8	0	3	-4	-1	25	i	8	0	COc1cccc(N2CCN(C(=O)c3cc4c(OC)c(OC)c(OC)cc4[nH]3)CC2)c1
41	nt	4	0	nt	nt	3	nt	nt	nt	7	COc1ccc(S(=O)(=O)N2CCCN(CCC(=O)Nc3cccc(C(F)(F)F)c3)CC2)cc1
42	2	1	1	-30	2	-4	-5	i	2	3	CC(/C=N/NC(=O)c1n[nH]c2c1CCC2)=C\c1ccccc1
43	0	9	0	10	2	2	12	i	0	-5	CCCCn1nc2cc(C(=O)NCC34CC5CC(CC(C5)C3)C4)ccc2c1OCC
44	nt	4	-2	nt	2	-3	14	i	-2	3	COc1ccc(NC(=O)/C(=C\c2ccc(F)cc2)NC(=O)c2ccco2)cc1
45	-3	-1	3	19	-4	-2	6	i	8	17	CCOc1ccccc1NC(=O)C(OC(=O)c1cc(C)oc1C)c1ccccc1 (centres undefined)
46	3	6	1	-8	-53	-1	-10	i	-7	4	Cc1nn2c(C(F)(F)F)cc(-c3ccc(Cl)cc3)nc2c1C(=O)N1CCOCC1
47	-3	-5	5	8	4	-1	6	i	-1	4	COC(=O)c1cc(NC(=O)CC2SCCNC2=O)cc(C(=O)OC)c1 (centres undefined)
48	-2	6	-2	14	-1	3	-1	i	-5	-8	CCCc1nc2ccccc2c(=O)n1-c1c(C)n(C)n(-c2ccccc2)c1=O
49	-4	12	-6	14	1	-3	33	i	0	4	COc1ccc(-c2[nH]ncc2CN2C[C@@H]3CCC[C@H]2C3)c(F)c1
50	1	nt	-3	7	-5	2	0	i	1	-9	CC(C)=CCN1CCN(CCCn2cccn2)CC1CCO (centres undefined)
51	3	6	3	4	-2	2	-31	i	-23	3	CN(C)c1nc(N)nc(CSc2nnnn2-c2cccc3ccccc23)n1
52	-3	0	nt	18	-1	-1	41	i	17	1	CCSc1ccc([C@@H]2[C@@H]3C(=O)N(CC)C(=O)[C@@H]3[C@]3(C(=O)OC)CCCN23)cc1
53	0	-3	3	19	5	0	-12	i	-4	-2	COc1ccc(C(=O)NCCNC(=O)c2cnccn2)cc1
54	1	5	-2	10	-7	-12	5	i	-2	2	Cn1ncc2c(Nc3cccc([N+](=O)[O-])c3)ncnc21
55	-3	13	2	16	3	0	20	i	20	2	COc1cc(C=C2C(=O)OC(C)(C)OC2=O)ccc1OCC(=O)Nc1ccccc1
56	nt	1	2	nt	-2	-3	30	i	-1	-9	Cc1cccc(C(=O)Nc2ccccc2C(=O)Nc2ccc(C(=O)O)cc2)c1

Screens from PubChem.

Only part of the results is shown. The share of hits here may be higher or lower than overall.
